KB-V1 cytotox: qHTS assay for MDR1-selective chemotherapeutics: Primary screen using the drug-selected MDR subline cells KB-V1; KB-V1 MDR cells viability, CellTiter-Glo, 72 h; Potency, µM (titrated, usually from 46.1 µM), without a hit: top-dose activity change, negative = cytotoxicity, most hits filed as cytotoxic; hit rate 3.4% among 400,000; also: nearly all actives have a fitted effect of over 60% in size
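KB-V1, DMEM (no phenol red) + 10% FBS; cpd pin-transferred, titration series; 72 h, 37 degrees C; CellTiter-Glo, luminescence. Data normalized, curve-fit.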
ATXN2 expr inh: Primary qHTS for Inhibitors of ATXN expression; HEK-293 ATXN2-luciferase reporter, luminescence, 24 h; Potency, µM (titrated, usually from 57 µM), inactives show top-dose activity change, negative = inhibition, most hits filed as inhibitors; hit rate 0.72% among 360,000; AID 1745845, 2022; also: nearly all actives have a fitted effect of over 55% in size
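ATXN2-luciferase reporter cells (luciferase flanked by upstream and downstream ATXN2 gene portions) were treated 24 h at 37 °C with compounds at up to 57 uM. SteadyGlo luminescence gave expression; GF-AFC fluorescence gave viability.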
KB-3-1 tox: qHTS assay for MDR1-selective chemotherapeutics: Primary screen using the parental adenocarcinoma cell KB-3-1. hit rate 1.4% among 400,000. Potency, µM (top dose mostly 46.1 µM), inactives show at the top dose activity change, negative = cytotoxic, usual class: cytotoxic. KB-3-1 viability, CellTiter-Glo ATP luminescence, 72 h; also: nearly all actives have a fitted effect of over 60% in size
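Here the drug-naive KB-3-1 line serves as comparator for MDR sub-line selectivity; cells received compound titrations, 72 h at 37 °C, then CellTiter-Glo readout.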
* = called active by the depositor; ? = inconclusive; [ ] = another dose, or the depositor's remark. Calls follow the shape of the dose curve; as a rule, active = well fitted curve in the direction sought with a large enough effect; inconclusive = small, poorly fitted or top-dose-only effect, or another doubt; inactive = no such curve, though single readings can be large; an effect the other way counts as inactive or inconclusive. % is scaled to controls: 0 for no effect and ±100 for the full control effect; potency is read from the fitted curve at half-maximal effect.

molecule	KB-V1 cytotox	ATXN2 expr inh	KB-3-1 tox
COc1ccc(Cl)cc1NC(=O)CN(c1cccc(C)c1C)S(=O)(=O)c1ccccc1	-14%	3%	2%
O=C(COc1ccccc1F)Nc1ccccc1C(=O)OCc1cc(=O)n2nc(C3CC3)sc2n1	9%	16%	22%
N#Cc1nc(/C=C/c2ccc(F)cc2)oc1N1CCCCCC1	1%	14%	-1%
O=C(Nc1cccc(Cl)c1Cl)c1cc(S(=O)(=O)NCc2ccc3c(c2)OCO3)ccc1F	5%	-20%	2%
COc1ccc(-c2n[nH]c3c2C(c2ccc(Cl)cc2Cl)NC3=O)cc1 (stereo not given)	-20%	-28%	-4%
COc1ccccc1-c1cc(C(F)(F)F)nc(S(=O)(=O)CCCC(=O)Nc2cc(OC)c(OC)c(OC)c2)n1	?	15%	29%
CCOC(=O)c1c(NC(=O)c2ccccc2OCC)sc2c1CCC(CC)C2 (stereo not given)	15%	2%	?
COC(=O)c1cc2occc2n1CC(=O)Nc1cccc(SC)c1	15%	-2%	7%
COc1ccc(OC)c(CNC(=O)CN2C(=O)CCn3nc(-c4cn(C)c5ccccc45)cc32)c1	12%	-13%	4%
Cc1nc(-c2ccc(S(=O)(=O)N3CCN(c4cccc(C(F)(F)F)c4)CC3)cc2)co1	9%	-12%	-5%
COc1ccc(CCNC(=O)CCc2c(C)nc3nc(C)nn3c2C)cc1OC	21%	0%	13%
CCOc1ccccc1C(=O)NC1(C(F)(F)F)C(=O)Nc2c1c(=O)[nH]c(=O)n2-c1ccccc1 (stereo not given)	?	13%	-1%
CCN(CC)c1nc2c(S(=O)(=O)c3ccccc3)nnn2c2ccc(Cl)cc12	?	-15%	-3%
CCOC(=O)C1CCN(S(=O)(=O)c2ccc(N3CCCCS3(=O)=O)cc2)CC1	-1%	-17%	-8%
Cc1ccc(NC(=O)NCc2ccc3c(c2)CCN3C(=O)c2ccccc2)c(Cl)c1	-14%	-31%	-3%

Continuation.
molecule	KB-V1 cytotox	ATXN2 expr inh	KB-3-1 tox
CC(C)(C)C(=O)Nc1cc(-c2cccc(Br)c2)nn1-c1ccccc1	-3%	-27%	2%
COc1ccc(NC(=O)Cn2c(=O)cc(C)c3c(C)nn(-c4cccc(Cl)c4C)c32)cc1OC	4%	5%	2%
CC(C)(C)C1CCc2nc(NC(=O)COc3ccccc3[N+](=O)[O-])sc2C1 (stereo not given)	-5%	?	-1%
CCOc1ccccc1CNC(=O)C1CCN(C2=NS(=O)(=O)C(c3ccc(C)c(C)c3)=C2C)CC1	15%	2%	3%
Cc1cccc(NC(=O)c2oc3ccccc3c2NC(=O)Cc2coc3ccc(C(C)C)cc23)c1	-6%	12%	?
CCCN(C(=O)Cn1c(=O)oc2cc(Cl)ccc21)c1ccc(C(C)C)cc1	-15%	1%	-21%
Clc1ccc(-c2ccc(CNCCSc3nnnn3-c3ccccc3)o2)cc1	-9%	-24%	-15%
CC(=O)c1ccc(N2CCN(C(=O)c3cc(S(=O)(=O)N4CCCCCC4)cn3C)CC2)cc1	?	-12%	-14%
COc1ccc(CCN2C(=O)c3oc4cc(C)cc(C)c4c(=O)c3C2c2ccccc2F)cc1OC (stereo not given)	-6%	-7%	-13%
Cn1c(=O)n(C)c2cc(CNCc3ccccc3)ccc21	11%	1%	-14%
CCOc1ccc(CNS(=O)(=O)c2ccc3[nH]c4c(c3c2)CCCC4)cc1OC	-3%	-10%	-5%
Cc1ccc(Cl)cc1NC(=O)c1oc2ccc(S(=O)(=O)N3CCCCCC3)cc2c1C	0%	-5%	3%
Cc1cc(C)cc(OCc2cc(=O)n3cc(C)sc3n2)c1	-6%	7%	-1%
C=Cc1ccc(COc2ccc3oc(-c4ccccc4)c(C(=O)OCC)c3c2)cc1	8%	1%	6%
Cc1ccc(Cl)cc1NC(=O)Cn1c(=O)n(Cc2ccccc2)c(=O)c2oc3ccccc3c21	10%	10%	1%

Further structures.
molecule	KB-V1 cytotox	ATXN2 expr inh	KB-3-1 tox
CCOc1cc(Cl)c(S(=O)(=O)n2ccnc2)cc1Cl	?	12%	1%
Cc1ccccc1NC(=O)N1CCc2c(sc3c2CCCC3)C1c1ccccc1 (stereo not given)	-3%	-20%	?
Cc1ccc(C(=O)Nc2nc(-c3nnn(-c4cccc(Cl)c4C)c3C)ns2)cc1C	-2%	-24%	-25%
CCc1cnc2c(c1SCC(=O)NCc1ccc(C)cc1)c(=O)n(C)c(=O)n2C	12%	12%	11%
COc1ccc(NC(=O)c2cc3c(s2)-c2c(C)cccc2OC3)cc1Cl	-19%	-3%	2%
Cc1cc(C)cc(-n2ccnc2SCC(=O)Nc2ccc(C)cc2C)c1	-17%	-24%	-6%
Cc1nc2c(c(C)c1CCC(=O)N1CCN(c3ccccc3)CC1)c(=O)n(C)c(=O)n2C	-1%	6%	2%
O=C(Nc1ccc(F)cc1F)c1noc2c1CCc1ccccc1-2	3%	37%[activator]	-7%
N#Cc1ccc(CSc2nnc(-c3ccc(Br)cc3)o2)cc1	1%	10%	9%
CC1CCCN(CCCNC(=O)Cn2ncc3c([nH]c4ccccc43)c2=O)C1 (stereo not given)	?	3%	14%
CCc1cccc(C)c1NC(=O)Cn1c(=O)cc(C(F)(F)F)c2c(C)nn(C)c21	-3%	10%	7%
COC(=O)c1c(-c2ccc(Cl)cc2)noc1N1CCN(c2ccc(OC)cc2)CC1	13%	4%	10%
Cc1oc2ncn(C)c(=O)c2c1C(=O)N(C)c1ccccc1F	19%	7%	3%
CCOc1ccccc1C(=O)Nc1c(NC)c2ccccc2oc1=O	4%	0%	4%
Cn1nc(C(=O)Nc2cccc(C(F)(F)F)c2)c2c1-c1ccccc1S(=O)(=O)C2	6%	4%	1%

Carrying on:
molecule	KB-V1 cytotox	ATXN2 expr inh	KB-3-1 tox
CCOC(=O)C1CCN(C(=O)Cn2ncc3c([nH]c4ccc(C)cc43)c2=O)CC1	11%	4%	6%
Cc1ccc(C)c(NC(=O)Cn2c(=O)n(CC(=O)NCCc3ccccc3)c(=O)c3ccccc32)c1	-9%	-3%	4%
Cc1cccc(C)c1Nc1c(-c2ccccc2F)nc2cccc(C)n12	0%	?	-22%
O=[N+]([O-])c1cc(-c2nc(-c3ccccc3)no2)ccc1NCc1ccco1	18%	72%[activator]	1%
Cc1ccc(C(=O)Nc2ccc3c(c2)N(C)C(=O)c2ccccc2S3)cc1	?	?	16µM*
CCOc1ccc(CCNC(=O)c2ccc(CS(=O)(=O)c3ccccc3C)o2)cc1OCC	-21%	-35%	-11%
COc1ccc(N2CCN(CCCNC(=O)C3COc4ccc(OC)cc4C3)CC2)cc1 (stereo not given)	-19%	-20%	-16%
Cc1cccc(N2CCN(S(=O)(=O)c3cc(Cl)ccc3Cl)CC2)c1C	-22%	-5%	-9%
Cc1cc(C(F)F)n2nc(C(=O)Nc3ccc(C(C)C)cc3)nc2n1	0%	7%	5%
COc1cc2c(cc1OC)C(c1ccc(F)cc1)N(c1ccc(F)cc1)C(=O)C2 (stereo not given)	-14%	-2%	10%
COc1ccc2cc3cc(C(=O)NCc4ccc(C)cc4)oc3nc2c1	-7%	-1%	-5%
CSc1nc2c(c(=O)[nH]1)C(c1cccc(F)c1F)CC(=O)N2 (stereo not given)	23%	10%	1%
Cc1ccc(-c2nc(-c3cc4cccc(OCc5cccc(C)c5)c4oc3=O)no2)cc1	1%	12%	-13%
COc1cc(Nc2ncc3c(n2)CCN(Cc2ccc(OC(C)C)c(OC)c2)C3)cc(OC)c1	-8%	-17%	5%
Cc1ccc(C)c(N2CCN(c3ncnc4onc(C)c34)CC2)c1	?	?	?

Reformatted field by field: entries from further up.
Cc1ccc(-c2nc(-c3cc4cccc(OCc5cccc(C)c5)c4oc3=O)no2)cc1
  KB-V1 cytotox: 1% | ATXN2 expr inh: 12% | KB-3-1 tox: -13%
COc1cc(Nc2ncc3c(n2)CCN(Cc2ccc(OC(C)C)c(OC)c2)C3)cc(OC)c1
  KB-V1 cytotox: -8% | ATXN2 expr inh: -17% | KB-3-1 tox: 5%
Cc1ccc(C)c(N2CCN(c3ncnc4onc(C)c34)CC2)c1
  KB-V1 cytotox: ? | ATXN2 expr inh: ? | KB-3-1 tox: ?

Remaining list, next part.
molecule	KB-V1 cytotox	ATXN2 expr inh	KB-3-1 tox
CCC(=O)N1c2ccc(S(=O)(=O)CCC(=O)NCc3cccc(OC)c3)cc2CC1C (stereo not given)	0%	1%	4%
Cc1cc(C)c2c(CC(=O)Nc3cc(C(F)(F)F)ccc3Cl)coc2c1	6%	12%	6%
CC(C)(C)c1ccc(-c2nnc(-c3ccccc3NC(=O)c3ccc(F)cc3F)o2)cc1	-24%	9%	1%
CCOC(=O)c1ccc(NC(=O)c2ccc(-c3cccc(Cl)c3C)o2)cc1	18%	?	7%
Cc1cc(C)c(NC(=O)c2ccc3nc(C(C)C)oc3c2)c(C)c1	1%	0%	-2%
Cc1ccc(NC(=O)CSc2nc3ccccc3nc2Cc2ccccc2F)cc1F	?	9%	7%
Cc1ccc(NC(=O)C(C)Sc2nc(=O)cc(N)n2-c2cccc(C)c2)cc1 (stereo not given)	9%	-6%	5%
COc1ccccc1CSc1nc2n(n1)C(c1ccccc1)C(C(=O)Nc1ccc(C)cc1)=C(C)N2 (stereo not given)	-10%	2%	-17%
NC(=O)c1c(NC(=O)c2cc(-c3ccc(F)cc3)on2)sc2c1CCCC2	0%	7%	-2%
Cc1ccc2nc3c(c(Nc4ccc(C)c(C)c4)c2c1)CCC3	18µM*	?	-3%
CC(C)NC(=O)C1CCN(C(=O)c2cnn(-c3ccccc3)c2-n2cccc2)CC1	7%	19%	-3%
CC(C)c1ccc(Nc2ncnc3onc(-c4ccc(F)cc4)c23)cc1	1%	-21%	2%
COc1ccc(N2CCN(c3ccc(-c4nc(-c5cccc(C)c5)no4)cc3[N+](=O)[O-])CC2)cc1	18%	19%	0%
CCOC(=O)c1sc2ncn(CC(=O)Nc3ccc(C)cc3Br)c(=O)c2c1C	-1%	-3%	-22%
COc1ccc(NC(=O)CC2NCCNC2=O)c(OC)c1 (stereo not given)	2%	-5%	-3%

One compound at a time, from the list above. Order of values: KB-V1 cytotox | ATXN2 expr inh | KB-3-1 tox
O=C(Nc1cccc(Cl)c1Cl)c1cc(S(=O)(=O)NCc2ccc3c(c2)OCO3)ccc1F in the list: 5% | -20% | 2%
Cc1ccc(C(=O)Nc2nc(-c3nnn(-c4cccc(Cl)c4C)c3C)ns2)cc1C in the list: -2% | -24% | -25%

Next part:
molecule	KB-V1 cytotox	ATXN2 expr inh	KB-3-1 tox
CCN(Cc1nc(-c2ccc(OC)cc2)oc1C)S(=O)(=O)c1ccc(C)cc1	-25%	-29%	1%
CCc1ccc(C2CC(=O)c3c([nH]c(C(=O)OCc4ccc(C)cc4)c3C)C2)cc1 (stereo not given)	-3%	-22%	-10%
Cc1ccc(-n2nc(C(=O)NCCN(C)C)c(=O)n(C)c2=O)cc1	7%	-12%	1%
CCc1ccccc1NC(=O)c1cnc2sc(N3CCOCC3)nn2c1=O	?	-17%	-5%
CC1CCN(S(=O)(=O)c2ccc3c(c2)N(CC(=O)NC(C)(C)C)C(=O)CS3)CC1	10%	15%	-4%
CCc1cnc2c(c1SCc1cc(OC)cc(OC)c1)c(=O)n(C)c(=O)n2C	2%	8%	-4%
CCC(C(=O)Nc1ccc(C(=O)OC)cc1)n1nc(-c2ccc(C)c(C)c2)ccc1=O (stereo not given)	3%	-18%	-1%
COc1ccccc1C(=O)Nc1cc2c(cc1N1CCCCC1)n(C)c(=O)n2C	-5%	-10%	-6%
CCCCCN1C(C(=O)c2ccccc2)=C(NC(=O)c2ccccc2Cl)c2ccccc2S1(=O)=O	-29%	-4%	?
Cc1cccc(OC(=O)CSc2nnc(CNC(=O)c3ccccc3)o2)c1C	-2%	3%	-11%
Cc1ccc(-n2c(SCC(=O)Nc3cccc(C)c3)nc3c(oc4ccccc43)c2=O)cc1	-2%	1%	1%
COCCCNC(=O)c1ccc(-c2nc(CS(=O)(=O)c3ccc(C)cc3)c(C)o2)cc1	?	-2%	?
CCc1ccc(N2C(=O)CC(c3cc(OC)ccc3OC)C3=C2COC3=O)cc1 (stereo not given)	-9%	0%	-5%
CCOC(=O)C1CCCN(c2nc3c(S(=O)(=O)c4ccc(C)c(C)c4)nnn3c3ccc(Cl)cc23)C1 (stereo not given)	2%	1%	8%
COc1cc2ccccc2cc1C(=O)Nc1ccc2oc(-c3ccccc3)nc2c1	-17%	6%	-28%
COc1ccc(NS(=O)(=O)c2ccc(NS(=O)(=O)c3ccc4c(c3)OCCO4)cc2)cc1	0%	7%	-16%
Cc1nc(-c2ccccc2)sc1CCNC(=O)c1ccco1	?	2%	18%

Screens as filed in PubChem.

An excerpt; rates above refer to the full screens.
